Bioassay records as filed in PubChem BioAssay.
hgDAF-12 ag = hgDAF-12 agonism, primary luciferase screen; HEK293 GAL4-hgDAF12 UAS-luciferase reporter, agonist luminescence; normalized to butyrate control; activation, % at 6.8 µM; 370,000 compounds, 1.8% hits; AID 687014;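 active = activation above a cutoff set at the mean of all screened compounds plus 3 SD, cut at about 10% in these data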;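 also: 0% = DMSO wells and 100% = sodium butyrate wells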
ADAM17 inh = inhibitors of human ADAM17 | recombinant ADAM17, EDANS/DABCYL FRET peptide cleavage | inhibition, % at 6.95 µM | 370,000 compounds, 0.83% hits;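 active = inhibition above the mean of compounds lying between control limits plus 3 SD, set per campaign, cut at about 8.5% in these data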;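 also: 0% = DMSO-only wells as the low control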
Target sequence (P78536 215-824 limits assumed): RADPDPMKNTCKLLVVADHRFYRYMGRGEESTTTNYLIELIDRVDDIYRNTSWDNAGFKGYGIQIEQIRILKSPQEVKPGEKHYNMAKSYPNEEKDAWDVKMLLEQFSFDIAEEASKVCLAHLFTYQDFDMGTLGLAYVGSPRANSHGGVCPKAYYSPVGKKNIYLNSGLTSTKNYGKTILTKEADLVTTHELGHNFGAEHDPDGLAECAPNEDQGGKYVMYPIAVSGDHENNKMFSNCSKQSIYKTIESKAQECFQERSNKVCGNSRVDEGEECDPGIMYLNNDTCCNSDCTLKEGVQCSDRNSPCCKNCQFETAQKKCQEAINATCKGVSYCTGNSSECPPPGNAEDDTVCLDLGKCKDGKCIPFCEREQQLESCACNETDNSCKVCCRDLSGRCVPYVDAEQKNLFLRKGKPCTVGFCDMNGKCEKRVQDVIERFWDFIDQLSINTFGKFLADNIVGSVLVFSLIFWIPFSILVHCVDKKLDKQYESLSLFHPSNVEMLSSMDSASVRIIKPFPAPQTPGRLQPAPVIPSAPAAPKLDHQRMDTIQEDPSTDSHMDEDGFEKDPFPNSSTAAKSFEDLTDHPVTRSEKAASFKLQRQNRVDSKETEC
NPR1 activator = GC-A (human) enzyme activation. P16066. HEK293 GC-A cells, cGMP TR-FRET, EC30 ANP; 0% at EC30 ANP, 100% saturating ANP. activation, % at 10 µM. 370,000 compounds, 0.14% hits. AID 1671463; in the data active = activation above about 40%
FXN GAA850 act = increases GAA850 frataxin promoter reporter activity; HEK293 lucGAA850 FXN promoter luciferase reporter, 24 h; percent of 10 µM SAHA response; activation, % at 6 µM; 360,000 compounds, 0.56% hits;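 active = activation above the average of all compounds screened plus 3 SD, cutoff fixed separately per campaign, cut at about 7.5% in these data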;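 also: 0% = DMSO wells and 100% = 10 µM SAHA wells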
hcDAF12 agonist = activates DAF-12 receptor from parasite H. contortus | HEK293 hcDAF-12 lit1-tk-luc reporter, luminescence; 0% DMSO, 100% Δ7-dafachronic acid | activation, % at 6.8 µM | 370,000 compounds, 1.4% hits;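 active = activation above the mean of all tested compounds plus 3 SD, cut at about 5.5% in these data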;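 also: 100% = response to 3 µM Δ7-dafachronic acid high control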
ADAM10 inh = inhibitors of human ADAM10. O14672. recombinant ADAM10, EDANS/DABCYL FRET peptide cleavage, 3 h. inhibition, % at 7 µM. 370,000 compounds, 0.62% hits. AID 720582;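 active = inhibition above a per-campaign cutoff equal to the mean of compounds falling between control-based bounds plus 3 SD, cut at about 20% in these data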;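 also: 0% = DMSO wells while the 100% control is not disclosed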
PG9 Ab binder = small molecules binding HIV-1 gp120 antibody PG9; TR-FRET gp120-PG9 antibody binding; inhibition, % at 6.7 µM; 360,000 compounds, 0.43% hits; AID 624416; in the data active = inhibition above about 8.5%
DAX1 inh-1 = blocks DAX1 repression of SF-1 activated StAR promoter; HEK293T StAR-luciferase reporter, SF-1/DAX-1 repression relief; inhibition, % at 6.8 µM; 370,000 compounds, 1.1% hits; AID 652010;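 active = inhibition above the mean over all tested compounds plus 3 SD, cut at about 3.6% in these data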;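 also: 0% = DAX-1 cells with DMSO and 100% = cells lacking DAX-1 with DMSO; higher inhibition means more luminescence from relief of DAX-1 repression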
SMARCA2 activ = SMARCA2 function activation, primary screen | MG213 cells, MMTV-luciferase reporter, dexamethasone, overnight | 370,000 compounds, 1% hits | activation, % at 9.1 µM; in the data active = activation above about 7.8%;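 also: 0% = vehicle wells and 100% = reference activator wells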
DAX1 inh-2 = inhibitors of human orphan nuclear receptor DAX1 (NR0B1) | HEK293 Gal4-DAX1 luciferase reporter, luminescence | inhibition, % at 6.75 µM | 340,000 compounds, 0.99% hits | AID 504766 | P51843;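 active = inhibition above the mean over all tested compounds plus 3 SD, cut at about 4.2% in these data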;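 also: 0% = DAX1-transfected cells with DMSO and 100% = empty-vector control cells with DMSO; inhibition shows as a rise in luminescence from relieved DAX1 repression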
Target sequence (P51843 207-470 limits assumed): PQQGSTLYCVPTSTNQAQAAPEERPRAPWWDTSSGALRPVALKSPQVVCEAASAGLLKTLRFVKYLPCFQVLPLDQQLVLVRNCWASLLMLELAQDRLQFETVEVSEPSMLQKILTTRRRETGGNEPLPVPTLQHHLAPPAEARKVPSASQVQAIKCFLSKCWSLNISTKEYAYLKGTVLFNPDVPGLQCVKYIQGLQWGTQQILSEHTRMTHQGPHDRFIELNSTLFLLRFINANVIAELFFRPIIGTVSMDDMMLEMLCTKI
ssDAF-12 act = activates DAF-12 receptor from parasite S. stercoralis. HEK293 ssDAF-12/GRIP1 lit1-tk-luc reporter, luminescence; % of 3 µM dafachronic acid response. activation, % at 6.8 µM. 370,000 compounds, 1% hits;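 active = activation above the mean over all tested compounds plus 3 SD, cut at about 0.9% in these data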;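 also: 0% = DMSO-only wells and 100% = 3 µM delta7-dafachronic acid wells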
The depositor's hits bear a star; i = inactive; x = no result given.

SMILES	hgDAF-12 ag	ADAM17 inh	NPR1 activator	FXN GAA850 act	hcDAF12 agonist	ADAM10 inh	PG9 Ab binder	DAX1 inh-1	SMARCA2 activ	DAX1 inh-2	ssDAF-12 act
CCC(=O)N1CCN(c2cc(NCC3CCCO3)c(F)cc2[N+](=O)[O-])CC1 (centres undefined)	6.0	-5.2	-8.0	-1.6	-0.4	-0.1	0.2	-1.4	-4.0	-0.1	-1.8
CC(NC(=O)Cn1nc(C(F)(F)F)c2c1CCC2)c1ccccc1 (centres undefined)	-0.5	0.3	1.4	-3.2	-2.8	6.6	2.0	0.0	0.5	1.0	-1.0
CNC(=O)c1cccc(N2CCCC2=O)c1	-0.9	-4.1	-2.3	1.8	-0.5	-1.2	2.0	-0.9	-0.4	1.1	-0.7
CC/C(C)=N/Nc1cccc([N+](=O)[O-])c1	-0.4	2.5	3.0	1.5	-1.5	2.2	-3.0	2.6	0.3	-0.6	-0.4
CCOC(=O)C1CCN(CC(O)COCc2ccccc2)CC1 (centres undefined)	1.5	-0.6	-4.5	0.8	-2.1	-0.6	1.1	0.4	-2.5	2.5	-0.7
O=C(Nc1cccc(C(F)(F)F)c1)C(Sc1cccc[n+]1[O-])c1ccccc1 (centres undefined)	-1.0	2.0	-7.6	0.6	-1.9	2.9	-0.5	-0.2	-1.3	0.2	-1.9
O=C(NC1CCN(Cc2ccccc2)CC1)C1CCN(c2nnc(-n3cccc3)s2)CC1	-2.2	-4.2	-0.3	0.3	-0.3	-13.6	-0.8	-2.1	-0.4	-3.0	-1.3
CC(=O)Nc1cccc(-c2ccnc3c2CC(C(=O)NCCN(C)C)O3)c1 (centres undefined)	2.2	-5.6	-4.7	1.4	-0.2	-11.2	-0.8	1.0	-1.8	x	-0.8
O=C1CN(C(=O)COc2ccccc2)CCN1	0.5	-2.9	2.9	0.9	0.7	-8.2	-1.2	0.3	2.1	1.7	-0.8
Cc1noc(C)c1S(=O)(=O)Nc1ccc2c(c1)CC(=O)N([C@H](C)CO)C[C@H](C)[C@H](CN(C)S(=O)(=O)c1ccc(F)cc1)O2	1.5	-5.1	-2.2	4.6	-1.2	-6.3	-0.3	0.2	0.6	1.4	-1.5
O=C(COC(=O)Cc1ccc(Cl)cc1Cl)NCCC1=CCCCC1	-1.6	1.2	-4.4	2.7	-0.4	-4.1	-2.3	0.4	-3.8	-0.4	-1.5
Cc1cc(C(=O)COC(=O)/C=C/c2ccco2)c(C)n1C	1.4	-1.6	1.1	6.2	1.5	-16.3	-0.8	1.0	2.0	2.3	0.1
COc1ccc(N(CC(=O)NC2CCCCC2)S(=O)(=O)c2cccs2)cc1	2.5	-2.6	-4.4	-0.2	1.0	-1.1	-0.8	-1.3	0.3	0.8	-0.7
O=C(Cc1c(F)cccc1Cl)Nc1ccc(-n2cnnn2)cc1	2.2	-1.0	7.1	-1.6	-1.8	0.9	-0.5	0.9	0.2	1.5	-1.5
C=CCN(CC=C)C(=O)CCc1nnc(CCc2c[nH]c3ccccc23)o1	3.4	-7.0	2.5	3.5	0.0	-0.3	-2.1	-0.6	-1.5	-0.7	-1.2
O=C(CSc1nnc(COc2ccc(Cl)cc2)o1)Nc1ccc(N2CCOCC2)cc1	-0.9	-1.8	-2.3	0.2	-0.2	-8.8	-0.8	-1.7	1.2	-0.3	-0.6
COc1ccc(NC(=O)COC(=O)Cc2cccs2)cc1OC	0.6	-2.1	3.1	-1.3	-0.6	-1.7	-1.1	1.9	0.3	-0.3	-0.6
CCOc1ccccc1CNCCO	-1.5	-0.6	2.2	1.3	0.4	-3.1	-2.6	0.1	-0.7	0.9	-1.2
Cc1cccc(CC2S/C(=N/c3cccc(C)n3)NC2=O)c1 (centres undefined)	2.5	-1.9	-3.3	-1.2	-0.6	4.9	12.9*	-0.2	-0.1	2.3	-1.7
COc1ccccc1NC(=O)c1ccc(COc2ccccc2OC)o1	-3.7	-3.0	-1.2	3.6	-2.6	-3.5	0.6	0.1	1.3	-1.2	-1.9
O=C(NCc1ccc(F)cc1)C1CCCN(S(=O)(=O)c2cccc3nonc23)C1 (centres undefined)	0.5	-5.1	3.8	-0.5	0.5	-4.1	0.1	0.1	-2.9	0.3	-1.0
COC(=O)c1cc2sccc2n1CC(=O)N(C)c1ccccc1	-1.5	-4.5	-15.5	-0.7	0.1	-7.5	0.1	0.7	-3.3	1.4	-1.3
CCOC(=O)C(C(=O)NCC1CCCO1)C1CCCCC1 (centres undefined)	0.2	-0.2	2.9	-2.3	1.6	0.5	-1.7	0.7	2.9	1.2	-0.9
CC(=O)c1cccc(OCc2cc(C(=O)NC(C)Cc3cccnc3)no2)c1 (centres undefined)	-0.3	3.9	0.3	1.2	-1.1	12.8	0.4	0.0	0.3	0.4	-0.6
O=C(NCCCN1CCCC1=O)c1cn(-c2ccccc2)nc1-c1ccccc1	1.2	-1.1	-2.9	2.1	-0.3	-2.8	-1.0	-0.8	-1.5	-0.5	-1.2
O=C(COc1ccccc1)Nc1c2c(nn1-c1ccc(F)cc1)CS(=O)C2 (centres undefined)	1.0	-1.8	2.8	0.6	-0.2	-0.6	0.4	0.4	-2.3	-0.1	-1.3
COCCOC1CCN(C(=O)C2CCC(=O)N(CCc3cccc(F)c3)C2)CC1 (centres undefined)	1.8	-0.4	3.8	1.1	-0.6	-0.5	0.1	1.2	-0.7	0.0	-1.4
COc1cccc(C2C(C#N)=C(N)N(N(C)C)C3=C2C(=O)CCC3)c1OC (centres undefined)	0.3	-1.2	3.9	0.0	-2.9	-1.1	-2.5	0.0	-2.0	1.5	-1.2
O=[N+]([O-])c1cccc(S(=O)(=O)NCC2CCCO2)c1 (centres undefined)	-0.1	5.1	-4.3	1.6	-0.4	-8.0	1.1	-0.5	-4.6	0.5	-0.1
CC(c1cccnc1)N(CCN(C)C)C(=O)Nc1ccc(Cl)c(Cl)c1 (centres undefined)	-2.2	-2.6	-8.4	1.6	-1.7	-1.4	-0.2	-0.5	-2.6	2.1	0.1
COc1ccc(N2CCN(C(=O)c3cc(S(=O)(=O)N4CCCCCC4)ccc3OC)CC2)cc1	-2.2	-2.6	0.5	-1.1	-1.3	0.1	-0.8	-3.0	-1.6	2.5	-1.0
CCCCCC(=O)N1C[C@H](O)[C@@H](n2cc(-c3ccc(F)cc3)nn2)C[C@@H]1c1ccc(C)cc1	-2.6	3.7	-3.8	-1.0	-2.7	6.8	-0.8	-0.1	0.1	-0.1	-1.0
COc1ccc(CCNC(=O)CSc2nnc3ccc(-c4cccnc4)nn23)cc1OC	-4.8	-2.1	-1.9	1.1	-1.9	-10.3	3.0	-0.5	-3.8	-1.4	-1.4
C[C@H]1CN([C@@H](C)CO)C(=O)CCCn2nncc2CO[C@@H]1CN(C)S(=O)(=O)c1cccc(C#N)c1	0.0	-0.8	1.8	0.1	-0.7	-5.5	0.4	1.0	1.7	1.3	-0.2
CCc1ccc(NC(=O)CN2CCc3ccccc3C2)cc1	2.6	3.0	-2.5	-0.8	1.1	8.3	-1.0	1.4	6.0	-0.1	-0.7
CC(=O)Nc1ccc(S(=O)(=O)NCCc2c[nH]c3ccc(C)cc23)cc1	-2.3	5.7	-1.4	-1.5	-0.2	8.7	-1.9	0.3	5.9	0.0	-0.3
COc1cc2c(cc1OC)CN(C(=O)CCOc1ccccc1)CC2	1.1	-1.1	6.4	-2.1	-1.2	-3.3	1.2	-0.5	-2.4	-0.5	-0.5
CCOc1ccc(OCc2ccc(C(=O)NCC3CCCO3)o2)cc1 (centres undefined)	1.6	-2.7	2.1	0.0	0.8	-4.4	0.0	0.2	4.0	0.9	-1.5
CC(=O)Nc1cccc(-c2cc(N3CCN(CCO)CC3)n3nccc3n2)c1	0.3	-27.4	2.3	-0.5	1.4	-118.1	1.7	0.3	0.0	x	-0.8
CCN(CC)C(=O)CSc1nnc(-c2cc3ccccc3cc2O)n1CC	-2.3	-2.1	1.7	-3.2	-3.2	-9.8	-2.9	-1.5	2.1	-2.5	-2.0
Cc1ccc(S(=O)(=O)NC2CC(=O)N(c3ccc4c(c3)OCCO4)C2)cc1 (centres undefined)	-2.0	-2.0	-1.2	-1.5	3.2	9.7	-0.8	-0.5	-0.7	-1.5	-1.3
COC(=O)c1ccc(CSc2nc3ccccc3c(=O)n2-c2ccccc2)o1	-1.8	3.5	-8.5	15.6*	-1.9	20.5*	2.2	-1.2	0.1	0.9	-1.7
Cc1cccc(/C=N/NC(=O)c2cc(-c3cccnc3)nc3ccccc23)c1	-1.4	-1.1	-2.9	0.7	-0.5	3.2	-0.1	0.3	1.4	0.2	-1.5
O=C(CN1CCCCC1)N/N=C/c1cc2ccccc2nc1Cl	-1.5	-4.3	-3.4	0.9	0.5	-5.7	1.6	0.1	-1.1	0.2	-0.6
c1ccc(CCNc2cnccn2)cc1	0.1	-313.1	4.4	4.6	-1.0	i	2.1	0.4	-0.4	0.3	-0.9
O=C(CNC(=O)c1ccc(Cl)cc1)OCCCOC(=O)CNC(=O)c1ccc(Cl)cc1	2.4	3.2	-1.8	0.3	-1.6	-9.1	-0.3	0.5	-2.2	0.3	-1.1
Fc1ccc2nc(C3CCCCN3Cc3nc(CC4CC4)no3)[nH]c2c1 (centres undefined)	0.5	-4.6	1.0	-3.9	0.4	-1.8	-0.7	-2.6	1.7	-0.8	-1.5
CCCOc1cc2c(C#N)c(N3CCCC3)nc(N)c2c(N)n1	-0.5	-24.7	5.7	1.1	-0.6	-102.3	0.2	-0.1	0.3	0.2	-1.2
C[C@H]1[C@@H](N(C)Cc2cccs2)CC[C@@]23CCCN2C(=O)CCC[C@@H]13	7.4	-2.0	-0.7	x	0.5	0.2	x	x	x	x	-1.2
c1ccc(C(c2ccccc2)c2noc(CN3CCN(CC4CC4)CC3)n2)cc1	2.9	-5.3	-0.4	0.8	0.2	-6.3	-0.1	1.9	-1.4	-0.3	-0.2
CCCc1nc(SCC(=O)Nc2ccccc2)c2c(=O)n(C)c(=O)n(C)c2n1	2.9	-0.9	4.9	-0.6	1.1	-13.2	0.2	-0.2	0.5	1.4	-1.0
COc1ccc(CNC(=O)C(C)OC(=O)CO/N=C(\C)c2ccc3c(c2)OCO3)cc1 (centres undefined)	-1.9	-0.6	-4.7	1.3	-0.9	-7.6	-0.3	1.0	2.5	-0.2	-0.6
Cc1noc(C)c1COC(=O)C1CCN(S(=O)(=O)c2c(Cl)cccc2Cl)CC1	0.8	0.2	-1.7	1.4	-0.5	-7.1	-0.1	0.3	-1.4	0.1	-0.9

Structural class: those above with two or more sulfur atoms
SMILES	hgDAF-12 ag	ADAM17 inh	NPR1 activator	FXN GAA850 act	hcDAF12 agonist	ADAM10 inh	PG9 Ab binder	DAX1 inh-1	SMARCA2 activ	DAX1 inh-2	ssDAF-12 act
Cc1noc(C)c1S(=O)(=O)Nc1ccc2c(c1)CC(=O)N([C@H](C)CO)C[C@H](C)[C@H](CN(C)S(=O)(=O)c1ccc(F)cc1)O2	1.5	-5.1	-2.2	4.6	-1.2	-6.3	-0.3	0.2	0.6	1.4	-1.5
COc1ccc(N(CC(=O)NC2CCCCC2)S(=O)(=O)c2cccs2)cc1	2.5	-2.6	-4.4	-0.2	1.0	-1.1	-0.8	-1.3	0.3	0.8	-0.7
